Screening results from PubChem.
PfHsp90 yeast 2 – growth inhibition of PfHsp90-expressing yeast, primary screen, antimalarial PfHsp90 inhibitor project, S. cerevisiae, BacTiter-Glo luminescence, single point, set 2; BacTiter-Glo ATP, 48 h; yeast lacking PDR1 and PDR3 efflux regulators; inhibition, % at 9.4 µM; hit rate 0.32% among 310,000; AID 504621, 2011;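 active = every replicate shows inhibition above about 80%, whatever the replicate mean, limit read from the data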;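 also: 0% = DMSO neutral controls and 100% = 20 µM radicicol positive controls; yeast relying on Plasmodium falciparum Hsp90 in place of its own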
Rtt109 Vps75 – inhibitors of C. albicans Rtt109/Vps75 HAT, primary screen, biochemical, ThioGlo CoA-SH fluorescence, plate reader; Histone acetyltransferase RTT109 (Candida albicans (strain SC5314 / ATCC MYA-2876)), …; purified Rtt109/Vps75, 4 h; inhibition, % at 34.9 µM; hit rate 0.16% among 330,000;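 active = inhibition of at least 50% in every replicate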
Target sequence (Q5AAJ8 whole entry, looked up): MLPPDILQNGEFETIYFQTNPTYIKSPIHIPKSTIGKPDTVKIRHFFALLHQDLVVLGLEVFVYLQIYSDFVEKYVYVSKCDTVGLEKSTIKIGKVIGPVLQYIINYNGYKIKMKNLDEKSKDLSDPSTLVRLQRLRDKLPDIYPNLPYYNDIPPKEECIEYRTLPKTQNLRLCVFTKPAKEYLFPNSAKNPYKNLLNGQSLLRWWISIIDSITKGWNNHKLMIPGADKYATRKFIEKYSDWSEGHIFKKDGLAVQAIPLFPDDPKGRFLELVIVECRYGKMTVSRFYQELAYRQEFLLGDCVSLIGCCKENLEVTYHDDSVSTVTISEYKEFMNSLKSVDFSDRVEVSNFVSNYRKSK
MITF act – activators of MITF-driven TRPM1 promoter reporter, primary screen, cell-based, SK-MEL-5, luciferase, single point; SK-MEL-5 TRPM1-promoter luciferase, 24 h; % of positive control, neutral wells = 0; activation, % at 12.5 µM; hit rate 0.75% among 300,000; AID 588334, 2011;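 active = mean activation of at least 80% with every replicate also reaching 80%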;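 also: 0% = neutral control wells and 100% = parthenolide positive control wells; values of inactives mirror those of a sister screen read the other way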
SR-BI DiI inh – inhibitors of SR-BI mediated HDL lipid uptake, primary screen, ldlA[mSR-BI] cells, fluorescence, single point | Scavenger receptor class B member 1 (Mus musculus), Q61009 | ldlA[mSR-BI] CHO cells, DiI-HDL uptake fluorescence, 3 h | inhibition, % at 12.5 µM | hit rate 0.96% among 320,000 | AID 488896, 2010;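 active = mean replicate inhibition of at least 70% and a set share of replicates each scoring 70 or more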;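 also: 0% = median of neutral control wells and 100% = median of positive control wells; values of inactives mirror those of a sister screen read the other way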
NSD2 inh – NSD2 histone methyltransferase inhibitors, primary screen, biochemical, AlphaScreen, single concentration, set 2 | NSD2 peptide methylation, 120 min | Histone-lysine N-methyltransferase NSD2 (Homo sapiens), O96028 | AID 743445, 2014 | inhibition, % at 12.5 µM | hit rate 0.54% among 310,000; in the data active = inhibition above about 50%
CAL PDZ FP-1 – untagged CAL PDZ binding inhibitors, primary screen, biochemical, fluorescence polarization, HTS | Golgi-associated PDZ and coiled-coil motif-containing protein (Homo sapiens), Q9HD26 | purified CAL PDZ, TMR-peptide fluorescence polarization, 1 h | inhibition, % at 24.9 µM | hit rate 0.92% among 300,000 | AID 602252, 2012;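 active = mean inhibition of at least 30% with at least half of replicates also reaching 30%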;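 also: 0% = DMSO neutral control and 100% = excess unlabeled competitor peptide PRC23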
dFosB act – activators of delta FosB homodimer, primary screen, biochemical, fluorescence polarization, TAMRA-CDK5 oligo, single point. Protein FosB (Mus musculus), P13346. purified delta FosB; percent of positive-control signal above neutral wells. activation, % at 25 µM. hit rate 0.99% among 340,000;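 active = mean activation above about 17%, with every replicate also reaching it, limit read from the data, passing the limit was not always enough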;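 also: fluorescence polarization rise as delta FosB binds a TAMRA Cdk5 AP-1 oligo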
Target sequence (P13346 whole entry, looked up): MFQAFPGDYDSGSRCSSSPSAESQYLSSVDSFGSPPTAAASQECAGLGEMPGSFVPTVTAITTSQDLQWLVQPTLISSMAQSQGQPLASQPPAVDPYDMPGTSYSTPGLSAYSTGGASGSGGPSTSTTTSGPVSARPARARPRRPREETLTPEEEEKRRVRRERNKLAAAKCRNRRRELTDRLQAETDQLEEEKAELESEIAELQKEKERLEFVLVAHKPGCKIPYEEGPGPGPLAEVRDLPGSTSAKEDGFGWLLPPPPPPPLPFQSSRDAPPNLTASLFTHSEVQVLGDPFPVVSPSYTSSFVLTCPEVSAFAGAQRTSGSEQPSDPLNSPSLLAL
PvdQ acylase – P. aeruginosa PvdQ acylase inhibitors, primary screen, biochemical, fluorescence, plate reader and imaging, single point | purified PvdQ acylase | inhibition, % at 10 µM | PvdQ acylase [Pseudomonas aeruginosa LESB58] | AID 488965, 2010 | hit rate 0.063% among 340,000; in the data active = inhibition above about 30%, passing the limit was not always enough;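 also: 0% = vehicle neutral wells and 100% = reference inhibitor wells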
SR-BI DiI-HDL act – activators of SR-BI mediated DiI-HDL uptake, primary screen, ldlA[mSR-BI] CHO cells, DiI fluorescence | 3 h; 100 = double the neutral-control signal | activation, % at 12.5 µM | hit rate 0.096% among 320,000;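 active = mean replicate activation of at least 60% and every replicate at or above 60%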;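 also: 0% = median plate neutral-control signal and 100% = twice that signal; values of inactives mirror those of a sister screen read the other way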
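material = CHO ldlA[mSR-BI] cells | medium = Ham's F12 with 0.5% BSA, HEPES 25 mM, pH 7.4 | reagent = fluorescent DiI-HDL, 10 µg/mL final | compound dosing = single-point compound dose | incubation = 3 h, 37 °C | measured by = bottom-read fluorescence, 550/595 nm | measure = HDL uptake via cellular fluorescence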
CAL PDZ FP-2 – CAL PDZ peptide-binding inhibitors, primary screen, biochemical, fluorescence polarization, Cer-tagged CAL PDZ, HTS | hit rate 0.02% among 330,000 | AID 504414, 2011 | purified CAL PDZ, TMR-peptide fluorescence polarization, 1 h | inhibition, % at 20 µM | Golgi-associated PDZ and coiled-coil motif-containing protein (Homo sapiens), Q9HD26;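 active = highest replicate inhibition of at least 40%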;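 also: plate controls were DMSO neutral control wells for no effect and unlabeled competitor peptide control wells for full effect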
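System: purified tagged CAL PDZ domain construct (CerCALP). Schedule: 1 h incubation at room temperature before polarization reading. Medium: 25 mM sodium phosphate pH 7.4, 150 mM NaCl, TCEP, IgG, Thesit. Read-out: percent inhibition from loss of millipolarization. Measured by: FP readout, S and P plane fluorescence. Probe or stimulus: fluorescent TMR peptide probe.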
Active calls of the source: *; x = not tested or not shown.

SMILES	PfHsp90 yeast 2	Rtt109 Vps75	MITF act	SR-BI DiI inh	NSD2 inh	CAL PDZ FP-1	dFosB act	PvdQ acylase	SR-BI DiI-HDL act	CAL PDZ FP-2
Cc1nc2ccccc2c(C)c1CC(=O)OC(C)C(=O)NC1(C#N)CCCCC1 (stereo unspecified)	2	-2	-2	-16	5	-3	-9	-12	16	-1.7
S=C(NC1CCCCC1)N1CCn2cccc2C1c1ccncc1 (stereo unspecified)	x	-2	-9	-18	0	-2	-4	4	18	-2.1
COc1ccc(-c2cc(C)no2)cc1S(=O)(=O)N1CCCCC1	10	12	5	4	1	-1	-6	10	-4	-2.5
C=C(C)COc1ccc(-c2nc(N)ncc2-c2ccc(Br)cc2)c(O)c1	-63	-3	-23	12	0	-5	-2	-12	-12	x
CCn1c(CSCc2c(Cl)cccc2Cl)n[nH]c1=S	9	0	9	2	-4	1	-2	-3	-2	-0.4
COc1ccc(-n2nc3c(c2NC(=O)Cc2cccc(C)c2)CS(=O)C3)cc1 (stereo unspecified)	-27	0	5	-6	x	9	1	-14	6	0.5
CNc1oc(C)nc1S(=O)(=O)c1ccccc1	-103	2	-7	-48	-6	x	6	-7	48	-0.5
Cc1cc(OCC(O)CN2CCCC2)ccc1C(C)C (stereo unspecified)	-8	13	-1	-17	3	x	3	-17	17	10
COc1cccc(N2CCN(C(=O)Nc3ccccc3Cl)CC2)c1	10	x	11	9	-1	1	-3	-4	-9	-2.2
COC(=O)c1ccc2c(c1C(=O)OC)CN(S(=O)(=O)C(C)(C)C)[C@@H]2CCO	15	0	3	-9	x	-4	-6	-11	9	0.4
COc1ccc(NS(=O)(=O)c2ccc3oc(=S)[nH]c3c2)cc1	-24	-1	0	x	0	31*	0	-13	x	-1.2
COc1cc(-c2cn[nH]c2N)cc(OC)c1OC	-28	0	-5	-3	1	-1	-2	-15	3	-1.7
O=C(Cn1ncc2c3ccccc3n(Cc3cccc(Cl)c3)c2c1=O)NCc1ccccn1	-17	-4	-4	8	8	3	-11	-8	-8	-0.7
Clc1ccccc1/C=C/c1nc(-c2cccnc2)no1	-17	3	84*	6	-4	-5	-4	-1	-6	-0.2
CC(=O)NC(Cc1c[nH]c2ccccc12)C(=O)OCC(=O)Nc1cc(C)on1 (stereo unspecified)	17	3	2	11	-6	-2	1	-8	-11	0.1
Nc1ccc(Nc2nc(-c3ccncc3)cs2)cc1	-22	6	120*	3	5	0	-17	-9	-3	-1.1
CCOc1ccccc1OCCCC(=O)N1CCN(S(=O)(=O)c2cc(F)ccc2F)CC1	7	9	-1	15	0	x	-13	6	-15	-0.8
COc1ccc(C(C)NC(=S)NC2CCCC2)cc1OC (stereo unspecified)	-15	-3	-6	1	-4	2	-3	-13	-1	-1.4
CC(C)C(=O)N(Nc1nc2ccccc2s1)C(=O)C(C)C	2	-4	-4	-25	-2	5	1	-9	25	-1.0
O=C(NN=Cc1ccccc1C(=O)O)c1ccc(NS(=O)(=O)c2cccs2)cc1	22	-5	2	7	-3	-3	5	-4	-7	-1.5
CCc1ccc2[nH]c(=O)c(C(c3nnnn3CCOC)N3CCN(c4ccccc4)CC3)cc2c1 (stereo unspecified)	-11	34	0	x	2	2	-11	4	x	-2.9
Brc1ccc2ncnc(Nc3ccc(N4CCOCC4)cc3)c2c1	-29	6	-8	33	18	7	3	7	-33	0.3
CCOP(=O)(CC(C(C)=O)C(O)c1ccccc1)OCC (stereo unspecified)	26	0	x	-16	x	-1	-2	4	16	0.5
Cc1ccc(NC(=O)COC(=O)Cn2ccc(C(F)(F)F)n2)cc1Cl	9	3	1	-47	1	-4	-17	-9	47	-3.5
COC(C)(C)[C@@H](O)COc1c2ccoc2cc2oc(=O)ccc12	0	-7	11	8	x	2	2	-4	-8	-1.4
COc1ccccc1CNC(=O)C1CC2Cn3c(nc4cc5ccccc5cc43)C2N1C (stereo unspecified)	16	0	-9	7	x	0	-7	-5	-7	-0.9
Cc1ccc(C)c(NC(=O)CSc2nc3[nH]ncc3c(=O)[nH]2)c1	-5	0	-6	-27	0	19	-1	-12	27	1.1
COc1cc2c(cc1OC)C(c1cccc(OC)c1OC)CC(=O)N2 (stereo unspecified)	-16	13	x	-8	-1	-3	2	7	8	-0.9
Cc1cc(Cl)cc(Br)c1OCCNCC(C)O (stereo unspecified)	15	-4	-7	-9	-1	3	-3	-5	9	-0.5
COc1ccc(/C=C2/C(=O)N(c3ccccc3)N=C2C)c(OC)c1	3	-2	x	31	15	3	-9	-10	-31	-0.1
O=C(COC(=O)c1ccc(=O)[nH]c1)Nc1cccc(S(=O)(=O)N2CCOCC2)c1	2	1	-6	x	-8	-5	-10	-24	x	-2.2
Cc1ccc(S(=O)(=O)N(C)C)cc1NC(=O)C1CCCC1	x	4	-12	-5	38	-3	2	9	5	-0.3
CCCCCOc1ccc(Br)cc1CSC(=N)N	-2	16	-39	34	-4	-3	-38	-42	-34	-4.5
Cc1ccc(C(=O)n2nc(-c3cccnc3)nc2N)cc1	21	6	-2	-11	1	x	-8	-4	11	-0.5
COc1ccccc1NS(=O)(=O)c1cn(C)cn1	2	-1	24	-4	-1	-1	-7	-11	4	-1.4
Cc1ccc(N2CC(C(=O)OCC(=O)C(C)(C)C)CC2=O)cc1 (stereo unspecified)	x	-6	1	-21	-1	x	1	-12	21	0.4
CCOc1ccc(OCCC(=O)OCC(=O)NC2CC2)cc1	x	-2	7	9	0	0	-2	-5	-9	-1.7
CC(C)N1CCN(CC2COc3ccccc3O2)CC1 (stereo unspecified)	56	1	-5	-10	3	7	1	-14	10	0.9
CC(C)(C)c1ccc(-c2nnc3sc(-c4ccncc4)nn23)cc1	-27	14	34	18	x	x	-32	-10	-18	-5.1
CCCn1c(SCC(=O)Nc2nc(C)cs2)nnc1-c1cccnc1	5	13	4	-16	-2	-1	-7	6	16	x

A few values from the results shown:
Reading of `CCOc1ccc(OCCC(=O)OCC(=O)NC2CC2)cc1` under dFosB act: -2
Reading of `Cc1ccc(C)c(NC(=O)CSc2nc3[nH]ncc3c(=O)[nH]2)c1` under Rtt109 Vps75: 0

Following part
SMILES	PfHsp90 yeast 2	Rtt109 Vps75	MITF act	SR-BI DiI inh	NSD2 inh	CAL PDZ FP-1	dFosB act	PvdQ acylase	SR-BI DiI-HDL act	CAL PDZ FP-2
COc1cc(C(=O)NC(=S)NC(C)C)cc(OC)c1OC	-15	9	0	40	0	-2	-11	-17	-40	-2.3
O=C(OCCN1CCOCC1)c1ccccc1	16	-1	x	-9	-1	-3	-4	-18	9	-0.1
NC(=S)n1[nH]c(-c2ccc([N+](=O)[O-])cc2)c(N=Nc2ccc(O)cc2)c1=O	x	16	x	43	x	-2	-3	14	-43	0.1
CN(C)Cc1ccccc1Sc1ccccc1Br	-4	0	11	-16	9	6	14	-2	16	-0.3
COC(=O)c1oc2ccccc2c1N	-22	0	17	-14	0	-3	2	9	14	-1.6
CC(NCC(=O)Nc1ccccc1C(=O)NC1CC1)c1ccc(S(N)(=O)=O)cc1 (stereo unspecified)	-2	4	5	13	-1	0	2	13	-13	1.2
COc1cc(C(=O)OCCn2c(=O)c3c(ncn3CCN(C)C)n(C)c2=O)cc(OC)c1OC	-8	3	4	-1	-4	4	-5	-2	26	0.5
O=C(Nc1nc2ccccc2[nH]1)c1ccc(Cl)cc1	-43	-11	-3	20	0	-3	-13	-9	-20	-0.6
Cc1ccc(S(=O)(=O)c2c(N)n(Cc3ccco3)c3nc4ccccc4nc23)cc1	20	0	x	-23	-6	-1	-12	-22	23	-1.9
CC(C)CCC(C(=O)NC(C)c1ccccc1)C(=O)NC(C)c1ccccc1 (stereo unspecified)	-5	-13	0	-10	0	7	-7	6	10	-0.9
O=C(Nc1ccc(C(F)(F)F)cc1)c1ccc(NC(=O)C2CCCO2)cc1 (stereo unspecified)	13	-10	-13	x	x	-5	17*	-9	x	-2.8
COc1ccc(CCNc2nc(C)cc(C)c2C#N)cc1OC	12	6	11	48	-1	1	-4	-16	-48	-1.5
O=C(COC(=O)C1(c2ccccc2)CCCC1)N1CCNC1=O	15	10	-8	-19	-1	0	0	7	19	-0.4
CN1C[C@@H]2C[C@@H](C3=Cc4cc(Cl)ccc4OC3)N3CCC[C@@]23C1=O	28	-2	9	18	-2	-3	0	-10	-18	0.4
O=C(Nc1ccccc1)c1ccc(S(=O)(=O)N2CCCCC2)cc1	0	-5	15	10	x	-6	1	-9	-10	-1.5
Cc1cccc(NC(=O)c2cc(-c3cc(Cl)ccc3O)n[nH]2)c1	-7	1	108*	13	x	-6	6	-4	-13	0.5
O=C(Nc1ccccc1)Nc1ccc(F)c([N+](=O)[O-])c1	22	4	13	11	21	-9	0	1	-11	-2.6
COCCOC(=O)c1c(C)nc(SCC(=O)Nc2ccc(OC)cc2)c(C#N)c1-c1ccco1	-10	-5	12	10	-3	-2	-10	-19	-10	-2.8
O=C(CSCc1ccccc1)Nc1ccccc1	-8	-14	69	-8	-3	-5	-3	-21	8	x
O=C(Nc1ccc2c(c1)OCO2)C1CC(c2c(F)cccc2Cl)=NO1 (stereo unspecified)	-1	0	38	-4	-2	-5	1	-5	4	0.1
O=C(c1ccco1)N1CCN(C(=O)c2cc3c(s2)-c2ccccc2OC3)CC1	-10	-6	5	x	x	x	-6	-9	x	-3.2
Cc1ccc(N(C)S(=O)(=O)c2nnc(NC(=O)c3ccco3)s2)cc1	34	2	-9	-10	1	-1	-4	-1	10	-3.3
CC1=C/C(=N\NC(=S)NCCc2ccccc2)CC(C)(C)C1	-1	17	57	3	2	x	-10	-1	-3	-0.8
Cc1cccc(OCc2occc2C(=O)Nc2cccc(-n3cnnn3)c2)c1	-20	-6	-1	18	-1	x	-19	-4	-18	-0.8
Cc1csc(Nc2ccc(C(=O)O)cc2)n1	1	28	24	x	1	-1	-2	6	x	-1.8
